IDH1 R132H inh – inhibitors of IDH1 R132H reductase, primary screen, biochemical, plate reader, single point | diaphorase/resazurin fluorescence, 60 min | Isocitrate dehydrogenase [NADP] cytoplasmic (Homo sapiens), O75874 | AID 624101, 2012 | 70,000 tested, 0.18% active | inhibition, % at 10 µM; in the data active = inhibition above about 34%;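 note: 0% = DMSO and 100% = no enzyme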
Target sequence (O75874 whole entry R132H): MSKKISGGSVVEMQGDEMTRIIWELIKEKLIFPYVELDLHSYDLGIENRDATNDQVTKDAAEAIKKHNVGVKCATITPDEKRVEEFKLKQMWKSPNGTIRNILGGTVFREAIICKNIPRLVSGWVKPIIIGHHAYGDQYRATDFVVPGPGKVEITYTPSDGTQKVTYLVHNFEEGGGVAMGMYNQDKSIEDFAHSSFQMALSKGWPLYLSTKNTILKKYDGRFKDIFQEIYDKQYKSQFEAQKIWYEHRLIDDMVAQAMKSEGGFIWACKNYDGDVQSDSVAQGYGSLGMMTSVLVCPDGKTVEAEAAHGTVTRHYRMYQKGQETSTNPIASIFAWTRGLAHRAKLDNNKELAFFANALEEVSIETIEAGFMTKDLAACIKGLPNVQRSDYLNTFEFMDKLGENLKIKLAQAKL
PRC2 inh – EZH2/PRC2 methyltransferase inhibitors, primary screen, biochemical, DELFIA time-resolved fluorescence, single point. 57,000 tested, 0.35% active. inhibition, % at 12.5 µM. PRC2 H3K27 methylation, DELFIA TRF, 1 h;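 active = mean inhibition of replicates at least 50% and every single replicate also reaching 50%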;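 note: dimethyl H3K27 on biotinylated H3 21-44 peptide detected by antibody; plate controls were median neutral control wells for no effect and median positive control wells for full effect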
Numbers without * were called inactive; nt = not tested or not shown.

Structure	IDH1 R132H inh	PRC2 inh
C[C@@H]1CN([C@@H](C)CO)C(=O)CCCn2nncc2CO[C@H]1CN(C)C(=O)Nc1ccnc(N2CCOCC2)c1	nt	2
COc1ccc(NC(=O)Nc2cccc3c2O[C@H](CN(C)CC2CCCCC2)[C@H](C)CN([C@H](C)CO)C3=O)cc1	1.3	nt
Cc1cc(NC(=O)C2CC=CCC2C(=O)O)ccc1NC(=O)c1ccccc1 (centres undefined)	0.3	-2
C[C@@H]1CN([C@H](C)CO)C(=O)c2cc(NS(C)(=O)=O)ccc2O[C@@H](C)CCCCO[C@@H]1CN(C)CC1CCCCC1	nt	10
C[C@@H]1CN([C@H](C)CO)C(=O)Cc2cc(NS(C)(=O)=O)ccc2O[C@@H]1CN(C)C(=O)Nc1ccccc1	0.3	nt
O=C(Nc1ccc2c(c1)OCO2)N[C@H]1C=C[C@H](CC(=O)N2CCN(c3ccccc3)CC2)O[C@@H]1CO	-0.2	13
CCC(=O)Nc1ccc2c(c1)C(=O)N(C)C[C@@H](OC)[C@@H](C)CN(C(=O)Cc1ccccn1)[C@H](C)CO2	0.0	4
COc1ccc(C(=O)CCC(=O)Nc2cccnc2)cc1OC	-0.2	nt
C=CCN1C(=O)[C@]2(O[C@H](CCn3cc([C@H](O)c4ccccc4)nn3)[C@@H]([Si](C)(C)c3ccc(OC)cc3)[C@@H]2C)c2cc(N3CCC3=O)ccc21	nt	25
CO[C@@H]1CN(C)C(=O)c2cc(NC(=O)c3ccccc3F)ccc2OC[C@H](C)N(C(=O)c2ccccc2F)C[C@H]1C	0.2	-10

(list continues)
Structure	IDH1 R132H inh	PRC2 inh
CNC[C@H]1Oc2c(NC(=O)c3nc4ccccc4s3)cccc2C(=O)N([C@@H](C)CO)C[C@H]1C	2.3	-16
C[C@H]1CN([C@@H](C)CO)C(=O)Cc2cc(NC(=O)Cc3ccccc3)ccc2O[C@H]1CN(C)S(=O)(=O)c1cn(C)cn1	-0.1	nt
Cc1noc(C)c1NC(=O)Nc1ccc2c(c1)CC(=O)N([C@H](C)CO)C[C@H](C)[C@H](CN(C)Cc1ccccc1)O2	4.0	11
CC(C)COC(=O)N(C)C[C@H]1OCc2ccccc2-c2c(n(C)c3ccccc23)C(=O)N([C@H](C)CO)C[C@@H]1C	nt	-29
C[C@H](CO)N1C[C@H](C)[C@@H](CN(C)S(=O)(=O)c2cn(C)cn2)Oc2ccc(NS(C)(=O)=O)cc2CC1=O	-3.6	nt
C[C@H]1CCCCO[C@H](CN(C)C(=O)C2CCCCC2)[C@@H](C)CN([C@@H](C)CO)C(=O)c2cc(NC(=O)Nc3ccccc3)ccc2O1	-2.8	nt
O=C(C[C@@H]1C[C@H]2c3cc(NC(=O)c4cccnc4)ccc3O[C@H]2[C@@H](CO)O1)NCCN1CCCCC1	0.1	-4
CCCC#Cc1ccc2c(c1)O[C@@H](CN(C)C(=O)CN(C)C)[C@@H](C)CN([C@@H](C)CO)S2(=O)=O	-0.3	-14
O=C(C[C@@H]1C[C@@H]2c3cc(NC(=O)Nc4ccccc4F)ccc3O[C@@H]2[C@@H](CO)O1)NCCc1ccccc1	0.4	-12
COc1ccc(S(=O)(=O)Nc2ccc3c(c2)C(=O)N([C@H](C)CO)C[C@H](C)[C@@H](CN(C)C(=O)c2ccncc2)OCCCC[C@@H](C)O3)cc1	-2.0	nt

More results
Structure	IDH1 R132H inh	PRC2 inh
CC(=O)O[C@@H]1CC[C@@]2(C)C(CC[C@@H](C)[C@]23Cc2c(O)cc4c(c2O3)CNC4=O)C1(C)C (some centres undefined)	2.5	-53
C[C@@H]1CN([C@H](C)CO)C(=O)c2cc(NC(=O)CCC(F)(F)F)ccc2O[C@@H](C)CCCCO[C@@H]1CN(C)CC1CCCCC1	3.9	nt
O=C(CSc1nnnn1-c1ccccc1Cl)Nc1ccc(F)cc1	0.5	6
Cc1ccccc1-c1cnc2c(c1)C(=O)N([C@@H](C)CO)C[C@@H](C)[C@@H](CN(C)Cc1cncnc1)O2	-7.8	1
C[C@H](CO)N1C[C@H](C)[C@@H](CN(C)Cc2ccc(C(=O)O)cc2)Oc2c(NC(=O)NC3CCCCC3)cccc2C1=O	2.4	-1
C[C@@H]1CN([C@@H](C)CO)C(=O)c2cc(-c3ccccc3)cnc2O[C@H]1CN(C)C(=O)c1ccccn1	-0.7	nt
CC(C)NC(=O)Nc1ccc2c(c1)C(=O)N([C@H](C)CO)C[C@H](C)[C@@H](CN(C)C(=O)CCCN(C)C)OCCCC[C@H](C)O2	2.3	2
O=C(C[C@@H]1C=C[C@H](NC(=O)Nc2ccc(C(F)(F)F)cc2)[C@@H](CO)O1)NCc1ccccn1	0.1	3
Cc1ccccc1-c1cnc2c(c1)C(=O)N([C@@H](C)CO)C[C@@H](C)[C@H](CN(C)Cc1ccncc1)O2	3.1	-18
N#Cc1cc2c(nc1SCC(=O)Nc1ccccc1C(F)(F)F)CCC2	-1.0	10

Part of the list above, as labelled records.
> C[C@@H]1CN([C@H](C)CO)C(=O)c2cc(NC(=O)CCC(F)(F)F)ccc2O[C@@H](C)CCCCO[C@@H]1CN(C)CC1CCCCC1
  IDH1 R132H inh = 3.9
  PRC2 inh = nt

> N#Cc1cc2c(nc1SCC(=O)Nc1ccccc1C(F)(F)F)CCC2
  IDH1 R132H inh = -1.0
  PRC2 inh = 10

> O=C(C[C@@H]1C=C[C@H](NC(=O)Nc2ccc(C(F)(F)F)cc2)[C@@H](CO)O1)NCc1ccccn1
  IDH1 R132H inh = 0.1
  PRC2 inh = 3

> Cc1ccccc1-c1cnc2c(c1)C(=O)N([C@@H](C)CO)C[C@@H](C)[C@H](CN(C)Cc1ccncc1)O2
  IDH1 R132H inh = 3.1
  PRC2 inh = -18

The results go on:
Structure	IDH1 R132H inh	PRC2 inh
CNC[C@@H]1Oc2ccc(NC(=O)Nc3ccc(F)cc3)cc2C(=O)N([C@H](C)CO)C[C@H]1C	-0.2	nt
COc1ccc(OC)c(NC(=O)CSc2nnc(-c3ccc(C)c(Cl)c3)n2-c2ccccc2)c1	-0.6	-5
C[C@@H]1CN([C@@H](C)CO)S(=O)(=O)c2ccc(Br)cc2O[C@H]1CN(C)S(=O)(=O)c1cccc(F)c1	nt	14
CO[C@@H]1CN(C)C(=O)c2ccc(NC(=O)Nc3cccc(Cl)c3)cc2OC[C@@H](C)N(C(=O)Nc2c(C)noc2C)C[C@H]1C	0.1	-12
Cc1ccc(S(=O)(=O)N[C@@H]2C=C[C@H](CC(=O)N3CCN(c4ccccc4)CC3)O[C@@H]2CO)cc1	0.3	7
COc1cccc(CNC(=O)C[C@@H]2C=C[C@@H](NC(C)=O)[C@H](CO)O2)c1	0.4	-9
CCn1c(SCC(=O)Nc2cc(Cl)ccc2OC)nnc1-c1ccc(Br)cc1	-0.6	0
CCCNC(=O)Nc1ccc2c(c1)OC[C@@H](C)N(Cc1ccccn1)C[C@@H](C)[C@@H](OC)CN(C)C2=O	-0.1	3
C[C@H]1CN([C@@H](C)CO)C(=O)c2cc(N(C)C)ccc2O[C@@H]1CN(C)C(=O)Nc1ccc(C(F)(F)F)cc1	-9.3	-3
Cc1noc(C)c1S(=O)(=O)N(C)C[C@H]1Oc2ccc(NS(=O)(=O)c3ccc(F)cc3)cc2CC(=O)N([C@@H](C)CO)C[C@H]1C	-0.5	nt

(continued)
Structure	IDH1 R132H inh	PRC2 inh
Cc1ccc(S(=O)(=O)N(C)C[C@H]2Oc3ccc(NS(=O)(=O)c4ccc(F)cc4)cc3C(=O)N([C@@H](C)CO)C[C@H]2C)cc1	0.7	nt
COc1ccccc1NC(=O)N[C@@H]1CC[C@H](CCNS(=O)(=O)c2ccc(F)cc2)O[C@@H]1CO	-0.1	-5
COc1cccc(-c2cnc3c(c2)C(=O)N([C@@H](C)CO)C[C@@H](C)[C@@H](CN(C)Cc2ccc(C(=O)O)cc2)O3)c1	-6.0	1
C[C@H](CO)N1C[C@H](C)[C@H](CN(C)Cc2cccc(C(F)(F)F)c2)Oc2ncc(-c3cccc(F)c3)cc2C1=O	-2.2	nt
O=C(C[C@H]1CC[C@@H](NC(=O)C2CCC2)[C@@H](CO)O1)Nc1nccs1	-0.1	2
C[C@H]1CN([C@@H](C)CO)C(=O)c2cccc(NS(=O)(=O)c3ccc(F)cc3)c2O[C@H]1CN(C)S(C)(=O)=O	1.5	nt
C[C@H]1CN([C@@H](C)CO)C(=O)CCCn2cc(nn2)CO[C@H]1CN(C)S(C)(=O)=O	nt	6
C[C@H]1CN([C@@H](C)CO)S(=O)(=O)c2ccc(-c3ccccc3)cc2O[C@H]1CN(C)Cc1ccccc1	-0.3	24
C[C@@H]1CN([C@H](C)CO)C(=O)Cc2cc(NC(=O)CCCCCC(=O)Nc3ccccc3N)ccc2O[C@@H]1CN(C)S(=O)(=O)c1ccc(F)cc1	7.8	-26
CCc1ccc(OCC(=O)NC(=S)Nc2cccc3nsnc23)cc1	0.4	18

(further entries)
Structure	IDH1 R132H inh	PRC2 inh
Cc1noc(C)c1NC(=O)N(C)C[C@@H]1Oc2ccc(NC(=O)NC3CCCCC3)cc2CC(=O)N([C@@H](C)CO)C[C@@H]1C	1.3	nt
C[C@H]1CN([C@@H](C)CO)C(=O)c2cccc(NC(=O)NC3CCCCC3)c2O[C@H]1CN(C)C(=O)NC1CCCCC1	2.7	nt
CC(C)NC(=O)N(C)C[C@@H]1Oc2ccc(NC(=O)Cc3ccccc3)cc2C(=O)N([C@H](C)CO)C[C@H]1C	0.7	nt
O=C(Nc1ccccc1F)N[C@@H]1CC[C@H](CC(=O)N2CCCCC2)O[C@@H]1CO	0.1	-4
O=S(=O)(NCC[C@H]1CC[C@H](NS(=O)(=O)c2ccccc2Cl)[C@@H](CO)O1)c1ccc(Cl)cc1	-0.1	-12
C[C@H](CO)N1C[C@H](C)[C@H](CN(C)Cc2ccc(C(=O)Nc3ccccc3N)cc2)Oc2ccc(NC(=O)NC3CCCCC3)cc2CC1=O	nt	-52
C[C@@H]1CN([C@H](C)CO)C(=O)Cc2cc(NC(=O)Nc3ccc4c(c3)OCO4)ccc2O[C@H]1CN(C)C	-0.1	5
COc1ccccc1S(=O)(=O)N(C)C[C@@H]1Oc2cc(C#CCC(C)C)ccc2S(=O)(=O)N([C@H](C)CO)C[C@@H]1C	-1.7	11
C[C@@H]1CN([C@H](C)CO)C(=O)c2cc(-c3ccccc3F)cnc2O[C@@H]1CN(C)C(=O)c1ccccn1	-0.3	nt
Cc1cccc(NC(=O)CCn2cnc3ccccc3c2=O)c1C	-0.2	-6

Other results
Structure	IDH1 R132H inh	PRC2 inh
C[C@@H]1CN([C@@H](C)CO)C(=O)Cc2cc(NC(=O)Cn3cnnn3)ccc2O[C@@H]1CN(C)S(=O)(=O)c1ccc(Cl)cc1	0.5	nt
C[C@@H]1CN([C@@H](C)CO)C(=O)c2cc(NC(=O)Cc3ccccc3)ccc2O[C@@H]1CN(C)C(=O)Nc1ccc2c(c1)OCO2	0.4	0
O=C(N[C@@H]1CC[C@@H](CCNS(=O)(=O)c2cccc(Cl)c2)O[C@@H]1CO)c1ccncc1	-0.3	16
Cc1ccc(-c2ccc3c(c2)O[C@@H](CN(C)Cc2ccccc2)[C@@H](C)CN([C@H](C)CO)S3(=O)=O)cc1	0.2	44
CCC(=O)N[C@H]1CC[C@@H](CCn2cc(CN(C)C)nn2)O[C@@H]1CO	0.1	9
Cc1ccc(S(=O)(=O)Nc2ccc3c(c2)C(=O)N([C@@H](C)CO)C[C@@H](C)[C@H](CN(C)Cc2ccc(C(=O)O)cc2)OCCCC[C@@H](C)O3)cc1	-8.4	nt
O=C(Cn1cnc2scc(-c3cccc([N+](=O)[O-])c3)c2c1=O)Nc1ccc(Cl)cc1	0.1	5
C[C@@H]1CN([C@H](C)CO)C(=O)c2cc(-c3cccnc3)cnc2O[C@@H]1CN(C)C(=O)C1CCCCC1	1.1	10
COC(=O)C[C@H]1C[C@@H]2c3cc(NC(=O)Nc4ccc(F)cc4)ccc3O[C@@H]2[C@H](CO)O1	0.2	4
COc1ccc(-c2cc(=O)c3c(OC)c(OC)c(OC)c(OC)c3o2)cc1OC	-2.9	2

The list goes on:
Structure	IDH1 R132H inh	PRC2 inh
C[C@H]1CN([C@@H](C)CO)C(=O)Cc2cc(NC(=O)Nc3ccc(F)cc3)ccc2O[C@H]1CN(C)C(=O)Nc1ccc(F)cc1	0.0	nt
O=C(C[C@H]1C[C@H]2c3cc(NC(=O)NC4CCCC4)ccc3O[C@H]2[C@H](CO)O1)NCCN1CCCCC1	-1.8	4
O=C(CSc1nnc(-c2ccncc2)o1)c1ccc2c(c1)OCCO2	-0.4	-3
O=C(COc1ccc(S(=O)(=O)N2CCOCC2)cc1)Nc1ccccc1C(F)(F)F	0.4	7

Shown with values under each structure: part of the list above.
Below each compound: IDH1 R132H inh, PRC2 inh
O=C(C[C@H]1C[C@H]2c3cc(NC(=O)NC4CCCC4)ccc3O[C@H]2[C@H](CO)O1)NCCN1CCCCC1
  -1.8, 4
O=C(CSc1nnc(-c2ccncc2)o1)c1ccc2c(c1)OCCO2
  -0.4, -3
O=C(COc1ccc(S(=O)(=O)N2CCOCC2)cc1)Nc1ccccc1C(F)(F)F
  0.4, 7

Assay outcomes from PubChem.

Only part of the results is shown (hit frequency here may not be typical).
